Screening data (PubChem)
PNC inhibitor: inhibitors of perinucleolar compartment assembly | PC3M PTB-GFP, PNC prevalence imaging, 16 h; stronger effect = lower value | activity change (PNC), negative = inhibition, % at 10 µM | actives 3.1% (n = 140,000) | AID 2417;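 active means readout at or below -70, meaning at least 70% loss of cells showing the perinucleolar compartment, a nuclear body marking cancer cells; inconclusive means readout between -30 and a set limit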;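 further: plate controls were DMSO wells for no effect and camptothecin positive control wells for full effect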
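Read-out is percentage of cells bearing a perinucleolar compartment, from automated 20x imaging of fixed, Hoechst-stained PC3M PTB-GFP cells. Cells were seeded 4 h, then exposed 16 h to compound (23 nl of library stock) in duplicate plates.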
ALOX15B inhib: inhibitors of human 15-lipoxygenase 2 (ALOX15B); O15296; purified 15hLO-2, xylenol orange hydroperoxide absorbance; Potency, µM (top dose mostly 57.1 µM), inactives show top-dose activity change, negative = inhibition, usual class: inhibitors; actives 0.56% (n = 110,000); AID 881; further: potency means the concentration at half of the fitted maximal effect; nearly all actives have a fitted effect of over 60% in size; many of its hits are not listed in these tables
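Enzyme 50 nM, AA 45 uM, 25 mM Hepes pH 7.5 + 0.01% Triton X-100; cpd preinc 15 min RT, rxn 90 min RT; stop/detect with 200 uM XO + 300 uM Fe(II) in 50 mM H2SO4, 30 min; A573/A405.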
12-hLO inh: 12-hLO (ALOX12) enzyme inhibition | Potency, µM (titrated, usually from 57.1 µM), for the others: top-dose activity change, negative = inhibition, actives largely listed as inhibitors | purified 12-hLO, xylenol orange hydroperoxide absorbance | actives 0.12% (n = 150,000); further: potency means the concentration at half of the fitted maximal effect; nearly all actives have a fitted effect of over 55% in size; many of its hits are not listed in these tables
Target sequence (P18054 whole entry, looked up): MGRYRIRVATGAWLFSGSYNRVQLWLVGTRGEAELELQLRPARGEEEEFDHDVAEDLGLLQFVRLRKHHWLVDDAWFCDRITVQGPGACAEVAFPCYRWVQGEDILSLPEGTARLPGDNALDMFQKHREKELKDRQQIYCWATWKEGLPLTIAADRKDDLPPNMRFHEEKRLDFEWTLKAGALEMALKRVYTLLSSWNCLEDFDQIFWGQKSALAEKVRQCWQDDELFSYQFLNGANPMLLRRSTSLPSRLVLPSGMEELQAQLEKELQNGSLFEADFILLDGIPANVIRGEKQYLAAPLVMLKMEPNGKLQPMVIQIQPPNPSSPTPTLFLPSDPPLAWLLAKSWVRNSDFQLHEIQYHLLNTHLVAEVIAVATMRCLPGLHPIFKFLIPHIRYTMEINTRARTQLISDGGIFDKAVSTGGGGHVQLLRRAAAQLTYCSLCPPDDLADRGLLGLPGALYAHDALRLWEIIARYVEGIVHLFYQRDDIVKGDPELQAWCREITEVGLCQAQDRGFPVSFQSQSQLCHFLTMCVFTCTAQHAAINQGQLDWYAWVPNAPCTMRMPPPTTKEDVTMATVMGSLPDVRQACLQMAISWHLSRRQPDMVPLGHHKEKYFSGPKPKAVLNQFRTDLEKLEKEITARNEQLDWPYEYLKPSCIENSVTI
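Purified human 12hLO (150 nM), preincubated 15 min with compound, then 40 uM arachidonic acid for 30 min, room temperature, Hepes pH 7.0 with 0.01% Triton X-100. Hydroperoxide detected by ferrous iron/xylenol orange; 573/405 nm absorbance ratio gives reaction progress.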
IMPase cell inh: membrane-permeable compound that blocks inositol monophosphatase. P97697. CHO-M1 cells, IP1 accumulation, HTRF TR-FRET ratio. inhibition (IP1 accumulation), % at 46.1 µM. 120,000 tested, under 10 active; active means well fitted curve in the direction sought with a large enough effect in the signal ratio, not every such curve was filed as active; inconclusive means small, poorly fitted or top-dose-only effect, or a change in a side signal; inactive means no such curve, though single readings can be large or run the other way; the % refers to the signal ratio;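 further: cells stimulated with carbachol in lithium chloride buffer; plate controls were DMSO basal wells for no effect and reference inhibitor wells for full effect; higher means more IMPase inhibition seen as more IP1 and lower FRET ratio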
Target sequence (P97697 whole entry, looked up): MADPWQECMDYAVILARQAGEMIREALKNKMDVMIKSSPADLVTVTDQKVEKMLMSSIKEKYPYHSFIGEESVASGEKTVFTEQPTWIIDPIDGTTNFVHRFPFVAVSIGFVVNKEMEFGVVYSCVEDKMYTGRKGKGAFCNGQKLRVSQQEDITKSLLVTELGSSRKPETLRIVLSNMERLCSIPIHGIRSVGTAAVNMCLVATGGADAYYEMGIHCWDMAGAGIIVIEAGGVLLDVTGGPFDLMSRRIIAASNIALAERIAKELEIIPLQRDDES
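Cellular IMPase inhibition is scored as a rise in cytosolic IP1, detected by competitive TR-FRET between d2-labelled IP1 and a europium anti-IP1 antibody. M1-expressing CHO cells were stimulated with carbachol for 30 min at 37C, with lithium (50 mM LiCl) present in the buffer.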
Active calls of the source: *; u = inconclusive; x = not tested or not shown; [ ] = dose if it differs, or a comment. Unless noted, the call rests on the fitted dose curve; in most records, active means well fitted curve in the direction sought with a large enough effect; inconclusive means small, poorly fitted or top-dose-only effect, or another doubt; inactive means no such curve, though single readings can be large; an effect the other way counts as inactive or inconclusive. Unless noted, on the % scale 0 is the no-effect control and ±100 the full control effect.

SMILES	PNC inhibitor	ALOX15B inhib	12-hLO inh	IMPase cell inh
O=[N+]([O-])c1ccc(-c2nc(NCc3ccccc3)c3ccccc3n2)cc1	-26	x	0%	-7
COc1nn(CC(=O)N2N=C(C(F)F)CC2(O)C(F)F)cc1[N+](=O)[O-] (stereo not given)	-90*	x	0%	0
COC1=C(OC)C(=O)C(C/C=C(\C)CC/C=C(\C)CC/C=C(\C)CC/C=C(/C)CC/C=C(\C)CC/C=C(\C)CC/C=C(\C)CC/C=C(\C)CC/C=C(\C)CCC=C(C)C)=C(C)C1=O	x	0%	-2%	x
CCn1c(SCC(=O)N2CCOCC2)nc2oc3c(Cl)cc(Cl)cc3c(=O)c2c1=O	-19	-24%	-28%	u
COc1ccc(-c2cn3c(C)c(C(=O)NC(C)C)sc3n2)cc1	9	-1%	0%	-6
CCOC(=O)c1ccc(NC(=S)N2CCSC2c2ccc(Br)cc2)cc1 (stereo not given)	-28	x	-20%	x
Cc1ccc(CNCC2CCCO2)o1 (stereo not given)	-15	3%	2%	-5
CN(Cc1ccccc1)C(=O)NC1CCCCC1	u	x	1%	2
OC1CN=C2CCCc3c2n(c2ccc(Cl)cc32)C1 (stereo not given)	2	12%	-26%	5
NCCOc1ccccc1-c1ccccc1	-6	21%	-6%	5
COc1ccc(CCn2c(-c3cccc([N+](=O)[O-])c3)nc3nc4ccccc4nc32)cc1OC	1	x	-4%	-12
CCOC(=O)N1CCN(S(=O)(=O)c2ccc(F)c(C(=O)Nc3ccc(C)c(Cl)c3)c2)CC1	67	x	-2%	x
CCCC(c1nnnn1Cc1ccc(OC)cc1)N1CCC(C(N)=O)CC1 (stereo not given)	-6	-2%	-9%	8
Cc1nc2ccc(NC(=O)Nc3ccnc4cccnc34)cc2o1	x	25%	-4%	-2
CCn1cc(/C=N\NC(=O)c2cc(-c3ccccc3OC)nc3ccccc23)c(C)n1	u	x	-1%	x
COc1ccccc1NS(=O)(=O)c1ccc(C)c(NC(=O)c2ccc(S(=O)(=O)N3CCCCCC3)cc2)c1	71	x	5%	x
CCOC(=O)C(=Nc1ccccc1)NO	69	x	-1%	x
O=C(CCC(=O)N/N=C/c1ccccc1O)NCc1ccccc1	-18	x	1%	x
CC(C)(C)c1nc(CN2CCCCC2)cc(CN2CCCCC2)c1O	12	16%	-3%	2
CC1CCN(C(c2ccc(N(C)C)cc2)c2nnnn2Cc2ccc(F)cc2)CC1 (stereo not given)	u	41%[activator]	-19%	-10
COc1cccc(/C=N/Nc2nc3ccccc3n3cnnc23)c1	64	x	-2%	4
COC(=O)c1ccc(C(=O)OC)c(NC2=NS(=O)(=O)c3ccccc32)c1	-8	2%	2%	-6
CCN(CC)C(=O)c1ccc(S(=O)(=O)NCc2cccnc2)cc1	8	6%	-1%	-5
CC(C)OCCCNC(=O)Cn1ncc2c(=O)oc3ccccc3c21	2	5%	-5%	-3
Clc1ccc(CSc2cc3c(nn2)-c2ccccc2CC3)cc1	8	-1%	-15%	5
O=S(=O)(c1cccc2nsnc12)N1CCc2ccccc21	15	3%	1%	-3
CCOc1cc(NC(=O)C2CC2)c(OCC)cc1NC(=O)CCn1nnc2ccccc21	-20	x	2%	x
COC(=O)C1=NN[C@H](C(=O)OC)[C@H]1c1ccccc1	-2	x	4%	x
CCCC(=O)NC(=S)Nc1ccccc1OC	4	-15%	-17%	-6
CCCNS(=O)(=O)c1ccc(N2CCCC2=O)c([N+](=O)[O-])c1	39	x	0%	3
Cc1cc(N)c2ccccc2[n+]1CCCCCCCCCCCCCC[n+]1c(C)cc(N)c2ccccc21	x	u	-7%	19
O=c1ccc(NS(=O)(=O)c2ccccc2)cn1Cc1ccc(Cl)c(Cl)c1	11	-21%	-12%	3
COc1ccc(C2CC(=O)C(C=NCCN3CCNCC3)=C(O)C2)cc1OC (stereo not given)	38	3%	2%	11
CCCP(=O)(CC(=O)N(CC)CC)c1ccccc1 (stereo not given)	0	7%	-2%	0
Cc1ccc(-c2csc(NC(=O)Cn3cnc4c3c(=O)n(C)c(=O)n4C)n2)cc1C	-2	-23%	12%	-3
O=S(=O)(Cc1ccccc1Cl)N1CCCCC1	13	0%	-1%	2
Cc1ccc(S(=O)(=O)Nc2ccc(-c3cn4ccc(C)cc4n3)cc2)cc1	u	x	-10%	-5
COc1cccc(NC(=O)c2cc(C(=O)Nc3cccc(OC)c3)n(C)n2)c1	-15	5%	1%	8
CCCCC(=O)Nc1sc(C(=O)N(CC)CC)c(C)c1C(=O)OC	-100*	x	-4%	1
COc1ccc2c(c1)CCC1C2CC[C@]2(C)[C@H](NCCCCCCN3C(=O)C=CC3=O)CC[C@@H]12 (stereo not given in full)	x	-18%	-2%	7
CCC(C)NC(=O)CNC(=S)N(Cc1ccccc1)Cc1cccnc1 (stereo not given)	-24	x	-2%	x
C[n+]1ccc(/C=C/c2c[nH]c3ccccc23)cc1	u	x	-7%	x
O=C(COC(=O)c1c2c(nc3ccccc13)CCN(Cc1ccccc1)C2)Nc1c(F)cccc1F	5	x	0%	x
O=C(NCCC1=CCCCC1)C1CCCN(c2nc3ccccc3o2)C1 (stereo not given)	-24	4%	1%	4
Cc1ccc(-c2nn(-c3ccccc3)cc2/C=C(\C#N)C(=O)NCc2ccccc2)cc1	-23	x	-3%	x
Cc1nn(-c2ccccc2)c2sc(C(=O)N(Cc3ccco3)C(C)C(=O)NC(C)(C)C)cc12 (stereo not given)	11	-12%	4%	3
C[C@@H]1C(=O)NC2=Nc3cccc(Cl)c3CN21	x	-4%	-5%	1
COc1ccc(OCCNc2cc(N3CCCCC3)ccc2[N+](=O)[O-])cc1	u	-22%	1%	13
O=C1CC(c2ccc(Cl)cc2)CC(O)=C1C=NCCN1CCNCC1 (stereo not given)	6	21%	-13%	12
c1ccc(CCNCc2ccco2)nc1	x	-3%[11.4 µM]	2%[11.4 µM]	x
Cc1c(N/N=C(\C#N)C(=O)c2ccccc2)c(=O)n(-c2ccccc2)n1C	9	x	-12%	17
COc1ccc(NC(=O)C(=O)NNC(=O)c2cccs2)c(OC)c1	6	-7%	-3%	5
Cc1nn(Cc2ccc([N+](=O)[O-])cc2)c(=O)n1N(C)c1ncc(C(F)(F)F)cc1Cl	23	-1%	-5%	5
COC(=O)c1c(C)nc2ccccc2c1-c1ccccc1	10	-18%	1%	u
Cc1ccsc1C1NC(=O)c2c(sc3c2CCCC3)N1 (stereo not given)	4	x	-5%	-1
O=C(COC(=O)c1cccs1)Nc1nc(-c2ccccc2)cs1	26	x	0%	-4
CCN(CC)C(=S)Sc1c(-c2ccccc2)c2cc(Cl)ccc2[nH]c1=O	21	u	-13%	5
COc1ccc2ccccc2c1/C=N\n1c(C)cc(C)c(C(N)=O)c1=O	19	-1%	-1%	0
O=C(O)[C@@H](O)[C@@H](O)[C@H](O)C(=O)CO	x	-5%[11.4 µM]	-2%[11.4 µM]	x
Cc1cc(C)nc(NC(=O)C(C)C)n1	11	-1%	-2%	3

Part of the list above, with two lines to a compound.
Every second line gives: PNC inhibitor | ALOX15B inhib | 12-hLO inh | IMPase cell inh
- COc1ccc(OCCNc2cc(N3CCCCC3)ccc2[N+](=O)[O-])cc1
→ u | -22% | 1% | 13
- O=C1CC(c2ccc(Cl)cc2)CC(O)=C1C=NCCN1CCNCC1 (stereo not given)
→ 6 | 21% | -13% | 12
- c1ccc(CCNCc2ccco2)nc1
→ x | -3%[11.4 µM] | 2%[11.4 µM] | x
- Cc1c(N/N=C(\C#N)C(=O)c2ccccc2)c(=O)n(-c2ccccc2)n1C
→ 9 | x | -12% | 17
- COc1ccc(NC(=O)C(=O)NNC(=O)c2cccs2)c(OC)c1
→ 6 | -7% | -3% | 5
- Cc1nn(Cc2ccc([N+](=O)[O-])cc2)c(=O)n1N(C)c1ncc(C(F)(F)F)cc1Cl
→ 23 | -1% | -5% | 5
- COC(=O)c1c(C)nc2ccccc2c1-c1ccccc1
→ 10 | -18% | 1% | u
- Cc1ccsc1C1NC(=O)c2c(sc3c2CCCC3)N1 (stereo not given)
→ 4 | x | -5% | -1
- O=C(COC(=O)c1cccs1)Nc1nc(-c2ccccc2)cs1
→ 26 | x | 0% | -4
- CCN(CC)C(=S)Sc1c(-c2ccccc2)c2cc(Cl)ccc2[nH]c1=O
→ 21 | u | -13% | 5
- COc1ccc2ccccc2c1/C=N\n1c(C)cc(C)c(C(N)=O)c1=O
→ 19 | -1% | -1% | 0
- O=C(O)[C@@H](O)[C@@H](O)[C@H](O)C(=O)CO
→ x | -5%[11.4 µM] | -2%[11.4 µM] | x
- Cc1cc(C)nc(NC(=O)C(C)C)n1
→ 11 | -1% | -2% | 3

Continued:
SMILES	PNC inhibitor	ALOX15B inhib	12-hLO inh	IMPase cell inh
Cc1ccc(C)c(NC(=O)C2CCCN2S(=O)(=O)c2ccc3c(c2)n(C)c(=O)c(=O)n3C)c1 (stereo not given)	53	x	-3%	x
Cc1snc(SCC(=O)N/N=C(\N)COc2cccc(C(F)(F)F)c2)c1C#N	30	-5%	-12%	3
O=[N+]([O-])c1cc(/C=N/N2CCN(c3ccccc3)CC2)ccc1Cl	-13	x	3%	x
CCCN(CCC)S(=O)(=O)c1ccc(C(=O)Nc2nnc(-c3cccc(OC)c3)o2)cc1	u	x	0%	x
Cc1ccc(OC(=O)Cn2c(C(F)(F)F)nc3ccccc32)cc1	u	-2%	-7%	5
O=C1CC2(CCCC2)CC(=O)N1CCCCN1CCN(c2ncccn2)CC1	0	25%	-5%	3
O=S(=O)(O)c1cc(O)c2c(N=Cc3ccccc3O)cc(S(=O)(=O)O)cc2c1	x	32%[activator][11.4 µM]	2%[11.4 µM]	x
CCOC(=O)C1CCN(c2c([N+](=O)[O-])c(C(Cl)Cl)nn2-c2ccccc2)CC1	u	-6%	-4%	13
COCCCn1cc(C(=O)c2cc(OC)ccc2OCC(=O)Nc2cc(C)on2)cc(C#N)c1=O	27	1%	u	15
Nc1c(C(=O)NCc2ccco2)c2nc3ccccc3nc2n1CCc1ccc(F)cc1	-2	u	u	-2
Cc1nc2nc(C)c(CCC(=O)NCc3ccc4c(c3)OCO4)c(C)n2n1	u	2%	-2%	5
FC(F)(F)c1cccc(-c2cc3ccccc3nc2N2CCCC2)c1	-95*	8%[11.4 µM]	-3%	u
COc1ccc([N+](=O)[O-])cc1NS(=O)(=O)c1ccccc1	-15	x	-4%	x
COc1cc2c(cc1OC)CN(Cc1cc(=O)oc3cc(C)c(C)cc13)CC2	-15	x	-6%	x
O=C(COc1ncnc2ccccc12)N1CCOCC1	6	2%	-1%	-1
CCc1c(C)[nH]c2c1C(=O)C(CN1CCOCC1)CC2 (stereo not given)	x	5%	3%	-6
CCC(Oc1ccccc1)C(=O)NCc1ccc(S(N)(=O)=O)cc1 (stereo not given)	25	x	1%	x
COc1ccc(C2CC(=O)c3cnc(Nc4cc(C)cc(C)c4)nc3C2)cc1 (stereo not given)	91	31%[activator]	-5%	8
O=C1c2ccccc2C(=O)N1c1ncc(Cc2ccc(Cl)cc2)s1	-30	x	-1%	x
Cc1ccc2cc(CCNC(=O)C3CCCC3)c(=O)[nH]c2c1	-22	-3%	-5%	-3
Cc1ccc(NC(=O)C2CCCN(S(=O)(=O)c3c(C)noc3C)C2)c(C)c1 (stereo not given)	22	-5%	-3%	u
Cc1ccc2[nH]cc(C(=O)NCc3cccs3)c(=O)c2c1	u	x	1%	6
O=C1CCC(C(=O)NC2(C(=O)NC3CCCCC3)CCCCC2)N1 (stereo not given)	93	-23%	4%	7
CCN(CC)S(=O)(=O)N1CCC(C(=O)NCc2ccc(C)cc2)CC1	22	-3%	-11%	-2
Cc1ccccc1NC(=S)N1CCCC1	13	x	2%	x

A portion of the library (hit frequency here may not be typical).
